SSB-PriA inh: inhibitors of Klebsiella pneumoniae PriA binding to SSB C-terminal tail, primary screen, biochemical, AlphaScreen | PriA–SSB C-terminal tail interaction (Klebsiella pneumoniae) | AlphaScreen SSBct-PriA binding, biotinylated peptide | inhibition, % at 33 µM | hit rate 0.6% among 430,000 | AID 1272365, 2023; in the data active = inhibition mostly above about 37%, no sharp cut-off; inactive = mostly below about 20%;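 note: plate controls were negative control peptide for no effect and reference peptide for full effect; strong numbers were not always called active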
DUSP3 inh: VHR1 phosphatase inhibitors, primary screen, biochemical, absorbance, uHTS. Dual specificity protein phosphatase 3 (Homo sapiens), P51452. recombinant VHR phosphatase, pNPP absorbance. inhibition, % at 13.3 µM. hit rate 0.52% among 290,000. AID 1654, 2009; in the data active = inhibition above about 50%; note: some compounds called inactive have numbers as strong as hits
Target sequence (P51452 whole entry, looked up): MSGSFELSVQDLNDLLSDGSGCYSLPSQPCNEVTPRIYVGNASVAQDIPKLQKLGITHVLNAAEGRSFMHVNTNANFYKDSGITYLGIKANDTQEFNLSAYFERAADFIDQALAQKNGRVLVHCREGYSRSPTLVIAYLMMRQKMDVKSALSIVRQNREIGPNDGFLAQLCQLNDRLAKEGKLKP
SARS 3CLpro inh: SARS-CoV 3CLpro protease inhibitors, primary screen, biochemical, quenched FRET; inhibition, % at 6 µM; hit rate 0.14% among 290,000; recombinant SARS-CoV 3CLpro, quenched FRET peptide cleavage; Replicase polyprotein 1ab (Severe acute respiratory syndrome coronavirus), P0C6X7; in the data active = inhibition above about 12%
Rv3671c inh: Rv3671c serine protease inhibitors, primary screen, biochemical, fluorescence polarization, M. tuberculosis H37Rv; P9WHR9; inhibition, % at 5.96 µM; hit rate 0.048% among 320,000; in the data active = inhibition above about 38%;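 note: extracellular domain of Rv3671c used as enzyme; 0% = enzyme with DMSO and 100% = no enzyme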
Target sequence (P9WHR9 whole entry, looked up, the tested form may be a part): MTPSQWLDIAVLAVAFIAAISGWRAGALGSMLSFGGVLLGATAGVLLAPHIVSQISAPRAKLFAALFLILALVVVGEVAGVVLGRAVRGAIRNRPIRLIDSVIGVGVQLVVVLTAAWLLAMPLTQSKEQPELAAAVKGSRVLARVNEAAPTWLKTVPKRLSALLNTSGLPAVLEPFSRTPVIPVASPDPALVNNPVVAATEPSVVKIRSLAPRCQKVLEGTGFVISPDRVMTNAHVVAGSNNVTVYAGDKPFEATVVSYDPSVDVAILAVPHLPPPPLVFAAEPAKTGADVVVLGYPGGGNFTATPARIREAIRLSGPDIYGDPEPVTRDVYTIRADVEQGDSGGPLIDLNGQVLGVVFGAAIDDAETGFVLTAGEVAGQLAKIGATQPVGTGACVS
CCHFV vOTU inh: CCHFV vOTU protease inhibitors, primary screen, biochemical, Pep-AMC substrate, fluorescence | Crimean-Congo hemorrhagic fever virus L polyprotein viral ovarian tumor (vOTU) protease … | inhibition, % at 11.5 µM | hit rate 0.55% among 370,000 | AID 651958, 2012; in the data active = inhibition above about 30%; note: 0% = vehicle wells with enzyme and 100% = no enzyme wells
PrPC TRFRET: inhibitors of human cell surface prion protein PrPC, primary screen, cell-based, TR-FRET | inhibition, % at 13.8 µM | TR-FRET read-out | hit rate 0.43% among 370,000 | Major prion protein (Homo sapiens), P04156; in the data active = inhibition above about 24%; note: 0% = median of the test wells and 100% = reference compound wells
BH1578 lux ind: inducers of Vibrio cholerae quorum light production without autoinducers, primary screen, BH1578 luxS cqsA deficient, single point; V. cholerae BH1578 lux reporter, luminescence, 6 h; activation, % at 18.7 µM; hit rate 0.16% among 350,000; in the data active = activation mostly above about 9.7%, no sharp cut-off; note: not every result past the cut was called active; inactives centre near 0; reference of the scale not given here
MazF activator: activators of E. coli MazEF toxin-antitoxin RNase, primary screen, biochemical, fluorescence, uHTS; Endoribonuclease toxin MazF (Escherichia coli (strain K12)), P0AE70; FAM/BHQ RNA-DNA oligo cleavage fluorescence, 5 h; activation, % at 20 µM; hit rate 0.32% among 350,000; in the data active = activation above about 50%
Target sequence (P0AE70 whole entry, looked up): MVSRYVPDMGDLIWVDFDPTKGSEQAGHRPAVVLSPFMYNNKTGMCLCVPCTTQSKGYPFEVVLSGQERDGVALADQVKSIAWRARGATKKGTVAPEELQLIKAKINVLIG
TcdB inh: TcdB glycohydrolase inhibitors, primary screen, biochemical, single point, plate reader; hit rate 0.24% among 350,000; TcdB glycohydrolase enzymatic assay; AID 652162, 2013; inhibition, % at 9.99 µM; in the data active = inhibition above about 10%
Y pestis TopoI: Yersinia pestis topoisomerase I inhibitors, primary screen, biochemical, cleavage product accumulation, plate reader, single point | DNA topoisomerase I (Yersinia pestis CO92) | Y. pestis Topo-I cleavage product accumulation | activity, % at 10 µM | hit rate 0.064% among 360,000 | AID 504884, 2011; in the data active = activity above about 50%, passing the limit was not always enough; note: inactives centre near 2
* marks the source's active call; other numbers are inactive results; i = inactive; . = not tested or not shown; & = joins results of further samples. The list is partial, so the mix of outcomes need not match the whole.

Second line of a record – Rv3671c inh	TcdB inh	PrPC TRFRET	CCHFV vOTU inh	MazF activator	SARS 3CLpro inh	SSB-PriA inh	Y pestis TopoI	BH1578 lux ind	DUSP3 inh
1: C[C@H](CO)N1C[C@H](C)[C@@H](CN(C)C(=O)CN2CCOCC2)Oc2cc(Br)ccc2S1(=O)=O
    .	-1.3&-0.6	-1.2	-13.7	4.4	.	.	-9.2	0.2	.
2: C=CCNC(=O)C(C)N1C(=O)c2ccccc2C1=O (configuration not stated)
    -7.5	.	-3.1	-2.5	2.0	-6.6	-15.6	6.2	i	13.5
3: CC(=O)c1ccc(OCC(=O)NC(=O)NC2CCCC2)cc1
    .	1.5	4.4	-6.0	-1.1	.	.	3.4	-0.5	.
4: CC(=O)NCC(=O)N(C)C(C(=O)Nc1ccc(C(C)C)cc1)c1ccccc1 (configuration not stated)
    1.4	.	-4.6	6.7	4.2	2.1	-34.3	-3.0	-0.3	21.8
5: CCn1c(-c2nn(-c3ccccc3)ccc2=O)n[nH]c1=S
    -1.8	0.5	0.3	12.9	-2.3	5.3	-8.8	-7.2	0.6	15.1
6: O=S(=O)(Nc1ccc(S(=O)(=O)N2CCCC2)cc1)c1ccc(F)cc1F
    1.5	1.0	6.9	8.9	-0.3	.	-8.4	-0.6	-4.3	.
7: Cc1ccc(NC(=O)Cn2nnc(C(=O)NCc3ccco3)c2N)c(C)c1
    -13.8	2.6	-1.3	-19.3	1.1	-2.0	3.8&-16.0	2.1	-0.5	10.8
8: CC(=O)N[C@@H](Cc1c[nH]c2ccccc12)C(=O)NC1CCCc2ccccc21 (some centres not stated)
    -12.0	2.2	5.9	-0.9	7.4	-4.2	-3.6	7.5	-0.3	16.3
9: Cc1ccc(OCC(=O)N/N=C/c2cccc3cccnc23)cc1
    3.8	2.5	1.2	13.8	2.1	-3.4	.	22.7	-0.5	-1.5
10: COc1ccc(C(=O)Nc2ccc3c(c2)CCCN3C(=O)c2cccs2)c(OC)c1
    -4.4	-0.1	0.5	-11.7	3.4	-1.0	4.3	17.5	-0.4	27.6
11: Cc1ccc(-c2noc(-c3ccccc3C(=O)N3CCCC3)n2)cc1
    -2.4	.	1.1	7.8	-6.5	5.3	-0.6	11.1	2.9	12.8
12: COCCC1CCCCN1C(=O)c1cccc(OC2CCN(S(C)(=O)=O)CC2)c1 (configuration not stated)
    .	-0.1	0.3	-3.1	8.7	-0.3	-3.6	-2.6	-0.8	7.4
13: CSc1nc2ccc(S(=O)(=O)N3CCOCC3)cc2s1
    -3.9	0.5	-1.2	-18.0	-4.6	-4.1	-11.3	6.3	i	1.8
14: COc1ccc(-n2c(C)nc(=O)c(-c3ccccc3)c2C)cc1
    3.4	.	4.6	-1.0	4.5	-1.8	-1.8	6.2	-0.3	4.2
15: CCOCCCNC(=O)C1(O)c2ccccc2NC(=O)N1c1ccc(Cl)c(Cl)c1 (configuration not stated)
    6.1	-0.9	1.1	-11.5	5.1	3.3	-2.0	-3.9	-2.3	3.0
16: CC(C)C(NC(=O)c1ccccc1NC(=O)c1ccccc1)C(=O)NCCCn1ccnc1 (configuration not stated)
    -9.7	.	.	.	-6.4	-11.4	-2.5	-7.7	-1.0	3.5
17: Nc1c(C(=O)N/N=C/c2ccccc2Cl)oc2nc(-c3ccccc3)cc(-c3ccco3)c12
    4.1	-0.1	2.9	-7.5	-6.4	-1.5	i	5.1	-0.4	3.8
18: COc1cc(CN2CCCCCC2)cc(OC)c1
    0.2	1.7	-12.3	11.9	5.3	1.5	-4.1	3.1	-0.4	30.3
19: O=C(c1ccc2oc(CCc3ccccc3)nc2c1)N1CCC(O)CC1
    -4.2	2.5	3.8	6.2	5.0	-3.5	-19.8	1.9	-0.2	2.8
20: CCN1CCN(Cc2ccc(NC(=O)c3ccc(C)c(NC(=O)c4cccc(-c5cn[nH]c(=O)c5)c4)c3)cc2C(F)(F)F)CC1
    -5.9	.	.	.	-5.8	-12.1	14.5	-17.0	i	-10.5
21: COc1ccc(NC(=O)c2ccc(-c3c(C)noc3C)c3ccoc23)cc1
    .	0.6	-1.9	8.3	.	.	.	16.8	-0.1	.
22: CC(=O)N1CCc2cc(S(=O)(=O)N3c4ccccc4CC3C)ccc21 (configuration not stated)
    2.7	0.4	2.3	2.4	1.0	2.2	-2.3	19.8	-0.4	22.9
23: Cc1cccc(Oc2ccc(C(=O)NC3CCSC3=O)cn2)c1C (configuration not stated)
    0.5	.	2.8	20.3	1.4	-6.6	-10.7	-7.2	i	17.2
24: COc1cc2c(cc1NC(=O)CSc1nc3cc(Cl)ccc3s1)oc1ccccc12
    3.1	.	-6.6	-15.0	-6.8	0.8	-0.7	-5.9	i	8.1
25: CS(=O)(=O)c1cccc(C(=O)Nc2ccc3c(c2)OCCCO3)c1
    -3.8	0.4	1.3	-0.8	-3.2	-2.2	-16.3	6.9	-7.8	27.7
26: CCOC(=O)c1c(O)c(O)c(C(=O)OCC)n1-c1ccccc1
    7.2	-2.9	-7.6	-15.8	4.5	-1.7	5.8	1.6	-1.2	31.3
27: COc1ccc(CCNC(=O)C2CCN(c3nn4c(=O)cc(C)nc4s3)CC2)cc1OC
    3.4	.	5.0	-0.6	2.0	3.5	-8.5	7.0	-4.7	-11.5
28: CN(C)CCCn1c(SCC(=O)N2CC(=O)Nc3ccccc32)nc2ccccc2c1=O
    -4.2	-0.1	-10.2	8.8	-4.6	4.4	-7.3	-4.2	-1.3	1.8
29: O=C(COc1ccc(Br)cc1CO)Nc1ccc(F)cc1
    -0.1	-0.7	6.8	17.0	-0.6	0.1	-6.0	-2.1	.	6.3
30: O=C(COC(=O)C1CCN(S(=O)(=O)c2cccs2)CC1)c1ccccc1
    1.2	1.3	-3.1	-0.4	4.7	1.8	-11.6	14.6	-0.3	20.4
31: Cc1cccn2c(=O)c3cc(S(=O)(=O)c4ccccc4)c(=N)n(CC4CCCO4)c3nc12 (configuration not stated)
    2.4	.	.	.	19.5	-3.0	-1.7	.	.	13.1
32: COc1cc2c(cc1OC)[C@@H]1Cc3ccc(OC)c(OC)c3CN1CC2
    -8.1	1.0	-9.8	1.1	-0.8	-4.6	-0.8	6.3	-0.6	-9.3
33: OC(COc1ccc(Cl)cc1)CN1CCN(c2ccccc2)CC1 (configuration not stated)
    -3.3	1.4	1.0	-8.9	-2.3	4.2	5.2	26.4	-1.4	.
34: Cc1ccc(-n2c(-c3ccccc3)c[nH]c2=S)cc1
    -3.8	0.1	-1.7	-5.1	7.2	5.9	17.0&-11.1	6.6	-0.3	29.5
35: CCOC(=O)c1c(CC(C)C)csc1NC(=O)COC(=O)C1=NNC(=O)CC1
    -3.3	0.4	0.2	-1.8	4.5	.	-21.6	-0.8	i	.
36: COc1ccc(C2C3=C(CC(C)(C)CC3=O)Nc3nc(C)nn32)cc1OC (configuration not stated)
    7.1	1.0	1.5	-7.7	2.0	-0.3	-0.4	4.9	i	17.2
37: Cc1oc2ccc(Br)cc2c(=O)c1-c1nn[nH]n1
    0.5	-0.6	1.4	-7.1	10.6	-2.1	0.8	3.4	-0.2	15.1
38: Cc1cc(C)cc(C(=O)NCC(=O)OCC(=O)NCc2ccco2)c1
    -3.7	1.7	-3.2	4.4	3.2	0.1	-4.2	-5.7	.	8.3
39: COc1ccccc1CN1CCCC(CN(CCN(C)C)C(=O)c2ccc(C)cc2)C1 (configuration not stated)
    1.6	1.3	-10.9	-0.7	11.9	-1.4	-3.4	-6.7	-2.0	51.3*
40: c1ccc(-c2cccc(-c3ccccc3)n2)cc1
    0.0	2.2	6.1	-2.0	-22.3	-1.3	2.4	5.2	-1.6	14.1
41: CC1CC(C)CN(C(=O)C2CCN(C(=O)Nc3ccccc3)CC2)C1 (configuration not stated)
    -0.9	1.6	-5.6	4.6	-20.5	.	0.3	10.6	-4.0	.
42: CC(=O)Nc1ccc(S(=O)(=O)NC2(c3ccccc3)C(=O)N(C)C(=O)N(C)C2=O)cc1
    .	1.0	4.3	-4.9	6.3	.	-11.9	2.6	-1.2	.
43: CCOC(=O)CSc1nc(-c2ccccc2)ns1
    0.1	-0.2	-1.4	7.9	-11.1	-0.6	-46.7	9.2	-1.0	14.7
44: CCOC(=O)c1c(S(=O)(=O)NCC(=O)Nc2ccc(OC)cc2)c(C)n(C)c1C
    1.1	3.1	3.9	-3.1	2.7	-0.6	-14.4	1.6	-0.2	-14.4
45: CCN=C(NCC)SC1CC(=O)N(c2cccc(OC)c2)C1=O (configuration not stated)
    2.2	.	-2.8	0.7	15.1	-0.8	-5.6	-2.4	-1.7	11.3
46: Cn1c(O)c(N=Nc2ccccc2[N+](=O)[O-])c2ccccc21
    4.4	0.5	5.2	12.0	6.9	4.3	-4.2	2.2	i	1.3
47: COc1cc2c(cc1OC)C1=C(C#N)CN(CC(=O)O)CN1CC2
    -3.2	1.3	-3.6	-5.2	7.4	-5.7	-12.1	4.9	0.1	21.1
48: Cc1cc(C)c(S(=O)(=O)N2CCC(C(=O)NCc3ccncc3)CC2)c(C)c1
    -0.5	-0.1	-1.8	-2.0	4.6	2.9	-2.2	18.1	-0.2	14.5

Compound profiles, as listed above. Order of screens: Rv3671c inh, TcdB inh, PrPC TRFRET, CCHFV vOTU inh, MazF activator, SARS 3CLpro inh, SSB-PriA inh, Y pestis TopoI, BH1578 lux ind, DUSP3 inh
CCN1CCN(Cc2ccc(NC(=O)c3ccc(C)c(NC(=O)c4cccc(-c5cn[nH]c(=O)c5)c4)c3)cc2C(F)(F)F)CC1 is entered as -5.9, ., ., ., -5.8, -12.1, 14.5, -17.0, i, -10.5
COc1cc2c(cc1OC)C1=C(C#N)CN(CC(=O)O)CN1CC2 is entered as -3.2, 1.3, -3.6, -5.2, 7.4, -5.7, -12.1, 4.9, 0.1, 21.1
c1ccc(-c2cccc(-c3ccccc3)n2)cc1 is entered as 0.0, 2.2, 6.1, -2.0, -22.3, -1.3, 2.4, 5.2, -1.6, 14.1
CCN=C(NCC)SC1CC(=O)N(c2cccc(OC)c2)C1=O (configuration not stated) is entered as 2.2, ., -2.8, 0.7, 15.1, -0.8, -5.6, -2.4, -1.7, 11.3

Compound activity (PubChem)
